From PubChem
RGS12 GoLoco inh = inhibitors of human Gai1-RGS12 GoLoco interaction (red fluorophore). Gai1:RGS12 GoLoco peptide FP, rhodamine, 10 min. Potency, µM (highest dose often 61.6 µM), for the others: at the top dose activity, negative = inhibition, most hits filed as inhibitors. 230,000 tested, 0.44% active; active = well fitted inhibition curve with a large enough effect, not every such curve was filed as active; inactive = no such curve, though single readings can be large or run the other way; note: nearly all actives have a fitted effect of over 30% in size; many of its hits are not listed in these tables
Target sequence (P63096 whole entry, looked up): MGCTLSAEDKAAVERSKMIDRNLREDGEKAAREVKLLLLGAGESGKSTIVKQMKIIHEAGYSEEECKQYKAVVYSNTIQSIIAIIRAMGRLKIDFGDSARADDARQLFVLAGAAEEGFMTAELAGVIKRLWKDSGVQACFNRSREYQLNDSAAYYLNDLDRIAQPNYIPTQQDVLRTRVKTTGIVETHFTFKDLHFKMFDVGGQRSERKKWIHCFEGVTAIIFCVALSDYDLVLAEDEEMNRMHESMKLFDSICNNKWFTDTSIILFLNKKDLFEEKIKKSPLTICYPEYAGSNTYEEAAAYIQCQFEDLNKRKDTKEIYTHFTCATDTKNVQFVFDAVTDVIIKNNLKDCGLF
RECQ1 inh = RECQ1 (human) helicase inhibition. RECQ1 DNA unwinding, red fluorescence kinetic read. 240,000 tested, 0.54% active. AID 2549. Potency, µM (highest dose often 57.3 µM), for inactives: at the highest dose activity, negative = inhibition, usual class: inhibitors. P46063;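 note: plate controls were vehicle for no effect and no enzyme for full effect; nearly all actives have a fitted effect of over 30% in size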
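50 nM RECQ1T1 preincubated 15 min with compound in Tris pH 8.0 buffer with MgCl2, DTT, Tween-20 and 2.5 ug/ml poly(dI-dC); started with 200 nM TAMRA/BHQ-2 forked duplex and 2 mM ATP. Unwinding read as fluorescence (525/598 nm), two reads 2 h apart.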
L3MBTL1 inh = blocks human L3MBTL1 | Q9Y468 | AlphaScreen L3MBTL1–H3K9me1 peptide binding | Potency, µM (doses to about 57.1 µM), inactives show at the top dose activity, negative = inhibition, hits mostly inhibitors | 230,000 tested, 0.66% active; note: nearly all actives have a fitted effect of over 60% in size
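L3MBTL1 (50 nM) pre-complexed 30 min with biotinylated H3(1-15)K9me1 peptide (75 nM), then compounds added for 30 min at room temperature; AlphaScreen streptavidin donor/nickel chelate acceptor beads (10 ug/mL final) read after 30 min dark incubation.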
TRb-SRC2 inh = TRbeta-SRC2 interaction inhibition; P10828; TRbeta-SRC2 peptide binding, fluorescence polarization; receptor liganded with 1 µM T3; Potency, µM (titrated, usually from 106 µM), without a hit: top-dose activity change, negative = inhibition, hits mostly inhibitors; 280,000 tested, 0.065% active; AID 1469;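 note: plate controls were bound peptide for no effect and peptide without receptor for full effect; nearly all actives have a fitted effect of over 50% in size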
Target sequence (P10828 whole entry, looked up): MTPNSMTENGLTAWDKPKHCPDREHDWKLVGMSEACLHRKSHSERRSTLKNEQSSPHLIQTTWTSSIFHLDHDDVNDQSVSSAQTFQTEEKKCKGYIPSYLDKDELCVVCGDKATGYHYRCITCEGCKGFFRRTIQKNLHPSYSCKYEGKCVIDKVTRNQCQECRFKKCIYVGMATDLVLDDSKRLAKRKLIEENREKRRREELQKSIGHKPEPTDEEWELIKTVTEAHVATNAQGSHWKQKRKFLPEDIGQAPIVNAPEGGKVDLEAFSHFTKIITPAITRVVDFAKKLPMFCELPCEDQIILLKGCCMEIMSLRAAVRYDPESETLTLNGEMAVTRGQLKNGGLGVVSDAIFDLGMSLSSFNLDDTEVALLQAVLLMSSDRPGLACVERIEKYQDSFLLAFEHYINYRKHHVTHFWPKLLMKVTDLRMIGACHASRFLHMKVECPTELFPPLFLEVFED
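Decrease in fluorescence polarization of 20 nM Texas Red SRC2 coactivator peptide flagged inhibition of its binding to 0.6 uM TRb LBD; 1 uM T3 included, incubation 5 hr, ex 555/em 632 nm.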
GAA spleen mod = lysosomal alpha-glucosidase (human) modulation; AID 2112; P10253; Potency, µM (series often up to 79.9 µM), inactives show at the highest dose activity change, negative = inhibition, most hits filed as inhibitors; human spleen homogenate, 4-MU-alpha-glucoside fluorescence; 240,000 tested, 0.006% active;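 note: 0% = enzyme with vehicle and -100% = no enzyme basal signal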
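Enzyme source: human spleen homogenate, 1 ug/well. Buffer 50 mM citric acid/K phosphate pH 5.0, 0.01% Tween-20. 4-MU-alpha-glucoside 1 mM; 37 C x 40 min; NaOH/glycine stop; fluorescence.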
TexasRed fluor = Texas Red fluorescence interference in TRb-SRC2 counter-screen; AID 1479; TRb/SRC2 Texas Red total fluorescence interference; Potency, µM (highest dose often 106 µM), for the others: at the top dose fluorescence change, negative = quenching; 280,000 tested, 0.29% active; active = well fitted curve in either direction with a large enough effect; inconclusive = small, poorly fitted or top-dose-only effect
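Flags fluorescent or light-absorbing compounds by total fluorescence, S + 2P, at 555 nm excitation and 632 nm emission. Mixture: 20 nM Texas Red SRC2 peptide, 0.6 uM human TRb LBD, 1 uM T3, 5% DMSO; compound exposure 5 h at ambient temperature.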
GAA inh = blocks human lysosomal alpha-glucosidase. P10253. purified human GAA, 4-MU-alpha-glucoside fluorescence. Potency, µM (series often up to 76.9 µM), for the others: top-dose activity change, negative = inhibition, actives largely listed as inhibitors. 200,000 tested, 0.005% active;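 note: plate controls were uninhibited enzyme wells for no effect and no-enzyme background for full effect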
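Human alpha-glucosidase, 4 nM, pre-mixed with test compounds before 400 uM 4-methylumbelliferyl substrate; 20 min room temperature at pH 5.0. Fluorescence read after pH 10 stop; AC50 values from Hill-equation fits.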
GAA glycogen = alters human alpha-glucosidase cleavage of glycogen; recombinant GAA, glycogen substrate, Amplex Red glucose oxidase fluorescence; 300,000 tested, 0.38% active; P10253; Potency, µM (top dose mostly 76.4 µM), inactives show at the top dose activity change, negative = inhibition, usual class: inhibitors; AID 2100;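 note: 0% = full enzyme reaction and -100% = no-enzyme basal signal; the screen sought inhibitors and activators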
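qHTS, 1536-well; enzyme 4 nM final; cpd up to 77 uM; substrate bovine liver glycogen 30 ug; 50 mM citrate/phosphate pH 5.0, 0.01% Tween-20; 37 C, 40 min; Amplex Red detection 45 min RT; Hill fit → AC50.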
The depositor's hits bear a star; i = inactive; ? = inconclusive; / = no result given; [ ] = another dose, or the depositor's remark. Unless noted, calls come from the whole dose curve; as a rule, active = well fitted curve in the direction sought with a large enough effect; inconclusive = small, poorly fitted or top-dose-only effect, or another doubt; inactive = no such curve, though single readings can be large; an effect the other way counts as inactive or inconclusive. Unless noted, % is set by controls: 0 for no effect and ±100 for the full control effect; potency is the fitted concentration of half-maximal effect. Only part of the results is shown, so the mix of outcomes need not match the whole.

The line under a structure holds: RGS12 GoLoco inh | RECQ1 inh | L3MBTL1 inh | TRb-SRC2 inh | GAA spleen mod | TexasRed fluor | GAA inh | GAA glycogen
> CCOC(=O)c1cc(NC(=O)c2ccccc2)c(=O)oc1-c1ccccc1
    4% | -5% | 8% | -10% | -12% | -5% | -3% | 2%
> CCOc1ccc(NC(=O)N(C2CCCCCC2)C2CCN(C(C)=O)CC2)cc1
    -4% | -21% | 7% | -8% | 4% | 3% | -2% | -13%
> O=C(CC1(O)C(=O)Nc2ccccc21)c1ccccc1O (stereo not drawn)
    -11% | i | 0% | 0% | 5% | 1% | -2% | -3%
> O=C(NC(C(=O)c1ccccc1)N1CCOCC1)c1ccccc1 (stereo not drawn)
    6% | -5% | / | -4% | -25% | -3% | -13% | 4%
> Cc1nn(CC(=O)N2CCc3ccccc3C2)c(C)c1[N+](=O)[O-]
    6% | 6% | -2% | -5% | -6% | -1% | -8% | 9%
> O=C(Nc1cc(Cl)ccc1O)c1snnc1-c1ccccc1
    1% | i | 0% | 3% | -5% | -3% | 0% | -9%
> CCO[C@@H]1OC(C(=O)N2CCOCC2)=C[C@H](C)[C@H]1CCCO
    0% | -18% | 24% | -2% | -5% | -2% | / | 20%
> CC(Sc1ccccc1)C(=O)Nc1cccc(N(C)S(C)(=O)=O)c1 (stereo not drawn)
    0% | -1% | / | 2% | -1% | -2% | 1% | 6%
> Cc1nc(Sc2nnnn2C)c2c3c(sc2n1)CCC3
    9% | -1% | -1% | 1% | 6% | 2% | -1% | -11%
> CC(C)Sc1nnc([C@H](Cc2ccccc2)NC(=O)OC(C)(C)C)o1
    -11% | -1% | -4% | -6% | -12% | -4% | / | -9%
> Cc1cc(=O)oc2cc(OC(C)C(=O)Nc3nccs3)ccc12 (stereo not drawn)
    2% | i | -1%[11.4 µM] | -12% | -8% | 0% | -4% | 3%
> O=C(Nc1ccccc1)C1=C[C@H](c2ccc(Br)cc2)C[C@H](OCc2ccc(CO)cc2)O1
    9% | 0% | -8% | -2% | -17% | -9% | / | -16%
> O=C(Cn1cc(C(F)(F)F)cc(Cl)c1=O)Nc1cccc(Cl)c1
    6% | 4% | -1% | -9% | -10% | 5% | -9% | 17%
> Cc1oc(-c2ccccc2Cl)cc1-c1nn2c(-c3ccco3)nnc2s1
    12% | -8% | -3% | 2% | 1% | 1% | 4% | 0%
> O=S(=O)(CC(CN1CCCCC1)N1CCCCC1)c1ccccc1 (stereo not drawn)
    7% | -4% | 2% | 3% | 0% | -2% | 0% | -5%
> O=c1c(Cl)cc(Cl)nn1-c1ccccc1
    -2% | -10% | 2% | -8% | 3% | 2% | 4% | 11%
> Cc1nc(N2CCN(C)CC2)c2c(C)c(C(=O)Nc3ccc(C)c(F)c3)sc2n1
    -6% | -2% | / | -4% | -7% | -4% | -4% | -10%
> Cc1cc(C)n2nc(SCc3nnc(-c4ccccc4Br)o3)nc2n1
    8% | -3% | / | 0% | -4% | -2% | -5% | 3%
> O=c1[nH]c(=O)n(C2C[C@H](O)[C@@H](CO)O2)cc1C(F)(F)F (stereo partly drawn)
    1% | / | -2% | -8% | / | -1% | / | /
> CC(NC(=O)COc1ccccc1)C(=O)OCC(=O)c1cc2ccccc2o1 (stereo not drawn)
    -3% | i | 3% | 3% | 4% | 0% | -7% | 1%
> CCOC(=O)N1CCN(c2c(N3CCN(c4ccc(F)cc4)CC3)c(=O)c2=O)CC1
    6% | -4% | 8% | 4% | 6% | 0% | / | -2%
> O=C(NCc1ccccc1)Nc1cccn(Cc2ccccc2F)c1=O
    6% | -3% | -15% | 4% | -2% | -5% | -12% | -1%
> O=S1(=O)NC(=NCC(c2ccco2)N2CCCCC2)c2ccccc21 (stereo not drawn)
    17% | i | 2% | 1% | -3% | -1% | / | 5%
> CCCN(Cc1cc2ccc(C)cc2[nH]c1=O)C(=O)c1cccnc1
    28% | 10% | / | -3% | 7% | -10% | 7% | 5%
> COc1ccc(S(=O)(=O)N2CCN(C)CC2)cc1Br
    4% | i | -6% | -6% | 6% | -1% | -1% | -3%
> O=C(N/N=C/c1sc(=O)n(-c2ccccc2)c1Cl)c1ccncc1
    88%[activator] | i | 6% | -10% | -3% | 0% | -6% | -2%
> O=C(c1cccnc1Cl)N1CCOCC1
    -4% | i | / | -2% | -4% | -2% | -2% | -22%
> CCn1nnnc1SCC(=O)Nc1nc2ccccc2s1
    11% | i | -2% | -4% | -3% | -1% | -3% | -9%
> O=C(Nc1ccc(Cl)cc1)c1cc2c(cc1O)[nH]c1ccccc12
    -6% | -12% | / | -2% | 7% | -12% | / | ?
> CCOC(=O)N1c2ccccc2C=CC1OCC (stereo not drawn)
    18% | -2% | 2% | 4% | 5% | -4% | -4%[15.4 µM] | -10%

The last four entries of the section above lead into the next:
The line under a structure holds: RGS12 GoLoco inh | RECQ1 inh | L3MBTL1 inh | TRb-SRC2 inh | GAA spleen mod | TexasRed fluor | GAA inh | GAA glycogen
> O=C(c1cccnc1Cl)N1CCOCC1
    -4% | i | / | -2% | -4% | -2% | -2% | -22%
> CCn1nnnc1SCC(=O)Nc1nc2ccccc2s1
    11% | i | -2% | -4% | -3% | -1% | -3% | -9%
> O=C(Nc1ccc(Cl)cc1)c1cc2c(cc1O)[nH]c1ccccc12
    -6% | -12% | / | -2% | 7% | -12% | / | ?
> CCOC(=O)N1c2ccccc2C=CC1OCC (stereo not drawn)
    18% | -2% | 2% | 4% | 5% | -4% | -4%[15.4 µM] | -10%
> COc1ccc(OC)c2[nH]c(=O)c(CCNC(=O)C(=O)c3c[nH]c4ccccc34)cc12
    -2% | -6% | / | 8% | -2% | -4% | -4% | 2%
> Cc1c(Cc2c(Cl)cccc2Cl)c(=O)ccn1C(C)c1ccccc1 (stereo not drawn)
    -6% | i | 0% | -3% | 0% | 1% | 9% | 7%
> CC(=O)OCc1c(F)c(F)c(-n2nc(C)cc2C)c(F)c1F
    0% | -4% | 5% | -13% | -5% | -2% | -8% | -7%
> O=C(CSc1nnc(-c2ccc(Cl)cc2)n1-c1ccccc1)N/N=C/c1ccccc1C(=O)O
    -4% | -1% | -9% | -4% | -8% | -4% | -2% | -19%
> Cc1ccc(Cn2nnc3c(=O)n(Cc4cccc(C)c4)cnc32)cc1
    -1% | -1% | 9% | 3% | -4% | 0% | 4% | -1%
> Cc1ccc(C)c(NC(NC(=O)c2cccnc2)C(Cl)(Cl)Cl)c1 (stereo not drawn)
    2% | 3% | -6% | -1% | -7% | -1% | -4% | 7%
> O=C(Nc1ccnc(-c2cccnc2)n1)c1ccccc1Cl
    19% | i | -3% | 1% | -2% | 1% | 1% | -1%
> CCOc1ccccc1NS(=O)(=O)c1cccc2nsnc12
    2% | i | / | -3% | -2% | -5% | -4% | -2%
> O=C(Nc1ccccc1)N1CCC(C(=O)N2CCN(S(=O)(=O)c3cccc(F)c3)CC2)CC1
    9% | -5% | 8% | 4% | 7% | 1% | -2% | -2%
> CCc1ccc(C(=O)NNC(=O)CCN2CCN(Cc3ccccc3)CC2)cc1
    -2% | 1% | / | -2% | 2% | -2% | -2% | 6%
> O=C1CCCC2=C1C(c1ccncc1)Nc1ccccc1N2 (stereo not drawn)
    6% | -11% | / | -10% | -14% | 0% | ? | 14%
> CC(=O)c1ccc(OCC(=O)NCC(c2ccco2)N2CCCCC2)cc1 (stereo not drawn)
    10% | -11% | / | 1% | -2% | -3% | 2% | 13%
> CCOC(=O)Oc1ccc(C(=O)OCCCN(C)C)cc1OC
    6% | 3% | -8% | 5% | -1% | 0% | 0% | 9%
> Cc1nc(NC2=NCN(C3CCCCC3C)CN2)nc2ccccc12 (stereo not drawn)
    4% | 7% | 9% | 3% | -2% | -1% | -3% | 4%
> CCOc1ccc(C(=O)N/N=C(/C)C2C(=O)c3ccccc3C2=O)cc1
    3% | 9% | -3% | 1% | -5% | -3% | -5% | 8%
> O=C(CSc1nnc(-c2ccccc2)n1Cc1ccco1)NCc1ccc2c(c1)OCO2
    5% | i | / | -22% | 0% | 2% | -14% | 6%
> COc1ccc(OC)c(C2NC(=S)NC3=C2N2CCC3CC2)c1 (stereo not drawn)
    -4% | -6% | 7% | -4% | -3% | 2% | 2% | 6%
> O=c1[nH]cnc2scc(-c3cccs3)c12
    -4% | 1% | 2% | -13% | 8% | -1% | -11% | 3%
> CNS(=O)(=O)c1cccc(C(=O)OCC(=O)N(CCC#N)c2ccccc2)c1
    4% | i | 4% | -2% | 2% | 0% | -3% | -1%
> O=C(NCc1ccccn1)C1CCN(S(=O)(=O)c2cc(Cl)ccc2Cl)CC1
    0% | ? | / | -1% | 1% | -1% | -1% | -7%
> CCc1onc(C)c1C(=O)Nc1ccc2c(c1)OCO2
    4% | 4% | / | -3% | 8% | -4% | 6% | -6%
> COc1ccc2c(c1)OC(=O)CC2c1ccccc1OC (stereo not drawn)
    2%[88.7 µM] | i | 0% | 3% | 9%[119 µM] | -1% | / | /
> Cc1nnc(SCC2=C(C(=O)O)N3C(=O)C(NC(=O)Cn4nc(C(F)F)cc4C)C3SC2)s1 (stereo not drawn)
    -11% | -2% | ? | -10% | -11% | 1% | 4% | -8%
> CN(C)S(=O)(=O)c1cccc(NC(=O)COC(=O)c2ccc([N+](=O)[O-])o2)c1
    -1% | -6% | -23% | 4% | 5% | -1% | -11% | 5%
> CCOc1ccc(CNc2ccc(CNc3ncn[nH]3)cc2)cc1
    19% | 7% | ? | -3% | -1% | 1% | 3% | -8%
> Cc1cccc(NNC(=O)C(=O)NNc2cccc(C)c2)c1
    9% | 0% | -1% | 4% | 9% | -2% | / | ?
